Screening results deposited in PubChem BioAssay by National Center for Advancing Translational Sciences (NCATS).
GLS inh – glutaminase GLS (human) inhibition. O94925. Potency, µM (highest dose often 45.5 µM), without a hit: top-dose activity change, negative = inhibition, actives largely listed as inhibitors. 0.21% of 410,000 active. GLS enzymatic activity, qHTS titration; also: potency is read from the fitted curve at half-maximal effect; % is scaled to controls: 0 for no effect and ±100 for the full control effect
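Enzyme dispensed in phosphate buffer (45 mM, pH 8.2, 0.02% Tween-20), compounds pinned in, then 1 mM L-glutamine solution and the glutamate oxidase–HRP–Amplex Red mix added; fluorescence read immediately and again after 30 min at room temperature.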
Pin1 inhibitor – inhibitors of human Pin1; Potency, µM (doses to about 115 µM), for inactives: at the top dose activity, negative = inhibition, most hits filed as inhibitors; Pin1 FP peptide displacement, HiFluor488, 10 min; 0.009% of 390,000 active; Q13526; active = well fitted inhibition curve with a large enough effect in the polarisation, with a control signal flat, not every such curve was filed as active; inconclusive = small, poorly fitted or top-dose-only effect, or effect the other way, or a change in a side signal; inactive = no such curve, though single readings can be large or run the other way; the % refers to the polarisation; also: potency is read from the fitted curve at half-maximal effect; % is scaled to controls: 0 for no effect and ±100 for the full control effect
PI4K2A block – inhibitors of human PI4K2A; purified PI4K2A, ADP-Glo luminescence, 1 h; hits give low values; activity change, negative = inhibition, % at 76.9 µM; Q9BTU6; 0.13% of 420,000 active; in the data active = activity change below about -50%; inconclusive = mostly about -30% to -49%;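 also: -100% = wells without enzyme as full effect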
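Compounds are screened against recombinant PI4K2A using PI as substrate and ATP, the latter dispensed at 300 microM. Reactions run one hour at ambient temperature before ADP-Glo detection; full inhibition defined by wells lacking enzyme.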
BAZ2B block – BAZ2B (human) inhibition | Potency, µM (highest dose often 114 µM), inactives show at the highest dose activity change, negative = inhibition, usual class: inhibitors | 4.4% of 360,000 active | AlphaScreen BAZ2B-H3K14Ac peptide displacement | AID 504333 | Q9UIF8; also: potency is read from the fitted curve at half-maximal effect; % is scaled to controls: 0 for no effect and ±100 for the full control effect; nearly all actives have a fitted effect of over 60% in size
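AlphaScreen luminescence quantifies BAZ2B engagement of H3K14Ac peptide; the protein and biotinylated peptide are both at 50 nM final, buffer PBS pH 7.4 with 0.01% Tween-20, all steps at room temperature.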
G9a block – inhibitors of human histone lysine methyltransferase G9a; Q96KQ7; G9a H3K9 monomethylation, AlphaScreen, 2 h; Potency, µM (titrated, usually from 102 µM), for inactives: top-dose activity, negative = inhibition, actives largely listed as inhibitors; 8.8% of 350,000 active; also: potency is read from the fitted curve at half-maximal effect; % is scaled to controls: 0 for no effect and ±100 for the full control effect; nearly all actives have a fitted effect of over 75% in size
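AlphaScreen detection with an anti-monomethyl H3K9 antibody quantified product after a 2 h room-temperature reaction containing 500 nM biotinylated H3K9 peptide, 20 µM SAM and 20 nM enzyme, which had been preincubated 15 min with compound.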
ERG Ets-DNA blk – blocks human ERG Ets domain binding to DNA | P11308 | fluorescence polarization, His-ERG Ets domain / labelled DNA | Potency, µM (series often up to 76.9 µM), for inactives: at the top dose FP activity, negative = inhibition, most hits filed as inhibitors | 0.028% of 370,000 active | AID 624246; active = well fitted inhibition curve with a large enough effect in the polarisation, with a control signal flat; inconclusive = small, poorly fitted or top-dose-only effect, or effect the other way, or a change in a side signal; inactive = no such curve, though single readings can be large or run the other way; the % refers to the polarisation;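 also: polarization taken with two DNA probes labelled with fluorescein and Texas red; potency is read from the fitted curve at half-maximal effect; % of control where 0% means no effect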
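His-tagged ERG Ets domain (1 uM in the protein solution; 300mM KCl, 50mM Tris-HCl, 1mM EDTA, 1mM DTT, pH 7.5) received compound, then a probe mix of 5 nM fluorescein-DNA and 100nM Texas-615-DNA. Fluorescence polarization was read for both dyes.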
PGK inhibitor – T. brucei PGK inhibition; Potency, µM (top dose mostly 57.5 µM), for the others: top-dose activity change, negative = inhibition, usual class: inhibitors; P07378; PGK/GAPDH coupled, Kinase-Glo luminescence, 60 min; 0.043% of 380,000 active; also: potency is read from the fitted curve at half-maximal effect; % is scaled to controls: 0 for no effect and ±100 for the full control effect; nearly all actives have a fitted effect of over 60% in size
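Recombinant glycosomal PGK reaction used 1,3-bisphosphoglycerate generated in-well by GAPDH (100nM final) in 100mM TEA pH 7.6, 5mM MgCl2, 0.01% Tween-20. After 60 minutes at room temperature, ATP was read by Kinase-Glo Plus luminescence end-point.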
JMJD2A Tudor inh – blocks the human JMJD2A Tudor domain | 4.4% of 390,000 active | Potency, µM (top dose mostly 114 µM), without a hit: at the highest dose activity change, negative = inhibition, usual class: inhibitors | AID 504339 | AlphaScreen JMJD2A-Tudor / H3K4me3 peptide binding | O75164; also: potency is read from the fitted curve at half-maximal effect; % is scaled to controls: 0 for no effect and ±100 for the full control effect; nearly all actives have a fitted effect of over 50% in size
Target sequence (O75164 whole entry, looked up, the tested form may be a part): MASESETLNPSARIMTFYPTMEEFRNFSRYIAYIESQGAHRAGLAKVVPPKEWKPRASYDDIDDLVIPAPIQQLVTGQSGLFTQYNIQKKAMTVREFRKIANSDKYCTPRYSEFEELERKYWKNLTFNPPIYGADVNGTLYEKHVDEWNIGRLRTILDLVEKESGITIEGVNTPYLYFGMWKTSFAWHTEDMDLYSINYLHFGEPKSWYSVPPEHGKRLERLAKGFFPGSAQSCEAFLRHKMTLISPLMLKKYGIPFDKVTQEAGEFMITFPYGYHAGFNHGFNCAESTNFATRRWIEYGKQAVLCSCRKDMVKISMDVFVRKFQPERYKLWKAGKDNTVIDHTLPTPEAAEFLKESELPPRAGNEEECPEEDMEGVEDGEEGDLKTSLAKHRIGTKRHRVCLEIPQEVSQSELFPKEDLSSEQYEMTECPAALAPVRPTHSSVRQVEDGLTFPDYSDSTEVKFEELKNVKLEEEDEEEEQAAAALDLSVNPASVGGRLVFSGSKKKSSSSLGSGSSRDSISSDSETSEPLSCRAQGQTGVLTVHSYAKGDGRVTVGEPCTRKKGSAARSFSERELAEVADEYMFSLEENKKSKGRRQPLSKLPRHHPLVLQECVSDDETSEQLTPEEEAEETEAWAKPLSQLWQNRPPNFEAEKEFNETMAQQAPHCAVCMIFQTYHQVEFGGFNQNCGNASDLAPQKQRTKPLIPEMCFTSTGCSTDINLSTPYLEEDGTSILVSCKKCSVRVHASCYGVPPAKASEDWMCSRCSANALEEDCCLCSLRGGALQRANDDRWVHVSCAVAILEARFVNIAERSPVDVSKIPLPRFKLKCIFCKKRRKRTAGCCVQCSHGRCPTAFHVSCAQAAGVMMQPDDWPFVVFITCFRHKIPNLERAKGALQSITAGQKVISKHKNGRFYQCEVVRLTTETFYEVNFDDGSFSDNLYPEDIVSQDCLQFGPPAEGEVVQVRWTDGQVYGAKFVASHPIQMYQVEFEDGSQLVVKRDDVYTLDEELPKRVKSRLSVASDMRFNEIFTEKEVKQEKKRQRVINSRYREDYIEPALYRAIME
HP1b binding inh – blocks HP1-beta chromodomain binding to methylated histone tails; AlphaScreen HP1-beta / biotin-H3K9me3 peptide binding; 0.56% of 390,000 active; P83916; Potency, µM (highest dose often 114 µM), inactives show at the top dose activity change, negative = inhibition, usual class: inhibitors; also: potency is read from the fitted curve at half-maximal effect; nearly all actives have a fitted effect of over 70% in size; inactives centre near 23
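AlphaScreen: HP1-beta (50 nM) preformed 30 min with biotin-H3(1-18)K9me3 peptide (50 nM) in PBS pH 7.4, 0.01% Tween-20. Compound added for 30 min at RT, then streptavidin donor/nickel chelate acceptor beads (10 ug/mL) for 30 min.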
Active calls of the source: *; i = inactive; ? = inconclusive; nt = no result given; & = joins results of further samples; [ ] = remark or other dose. Unless noted, calls follow the shape of the dose curve; as a rule, active = well fitted curve in the direction sought with a large enough effect; inconclusive = small, poorly fitted or top-dose-only effect, or another doubt; inactive = no such curve, though single readings can be large; an effect the other way counts as inactive or inconclusive. The order is random. Share with any hit: about 11%.

HP1b binding inh | JMJD2A Tudor inh | G9a block | Pin1 inhibitor | PGK inhibitor | BAZ2B block | PI4K2A block | GLS inh | ERG Ets-DNA blk | Molecule
10% | 7.9µM* | -16%[59 µM] | -1% | -4% | 0% | 4 | 14% | 1% | O=C(NNS(=O)(=O)c1ccc2ccccc2c1)c1cccnc1
65%[activator] | -17% | 22%[59 µM] | 7% | -4% | 3% | 6 | -5% | -7% | COc1cc(C(=O)NC(c2ccc(Cl)cc2)c2cc(Cl)c3cccnc3c2O)cc(OC)c1OC (stereo unspecified)
24% | -22% | -34%[2.33 µM] | ? | i | nt | 4&-5 | -3% | -7% | CC(C(=O)O)c1cccc(Oc2ccccc2)c1 (stereo unspecified)
37%[57 µM] | -6% | 7% | 7% | -3% | -3% | -1 | 0% | 19% | N#CC1(NC(=O)COC(=O)CCCN=C2NS(=O)(=O)c3ccccc32)CCCCC1
147%[activator] | 83%[activator] | 162%[activator] | -19% | nt | 96%[activator] | -2 | 1% | nt | CCOC(=O)c1c(NC(=O)c2ccco2)sc2c1CCCCC2
23% | -31% | 12%&20%[59 µM] | -1% | 2% | nt | -6&1 | 21% | -4% | NC(=Nc1ccccc1)NC(=O)c1nc(Cl)c(N)nc1N
113%[activator] | 69%[activator] | 27% | -4% | -2% | 8% | 2 | 4% | -12% | C=CCN(c1ccccc1)S(=O)(=O)c1ccc(Cl)c(C(=O)OCC(=O)N(C)C2CCS(=O)(=O)C2)c1 (stereo unspecified)
36% | -19% | -9%[59 µM] | 0% | -4% | -9% | 1 | 3% | -9% | O=S(=O)(NCC(c1cccnc1)N1CCN(c2ccccc2F)CC1)c1cccs1 (stereo unspecified)
13%[57 µM] | -15% | -26%[59 µM] | 0% | i | -1% | 0 | -1% | -5% | O=C(CSC1=Nc2ccccc2N=C(c2ccc(F)cc2)C1)Nc1ccccc1
30% | -5% | 8%[59 µM] | ? | i | -6% | 0 | -12% | 1% | Cc1ccccc1NC(=O)C1C2/C=C\CCCCC21 (stereo unspecified)
26% | 6% | -6% | 12% | i | -2% | -3 | -4% | -5% | COc1ccc(CCNC(=O)c2ccc(Br)cc2)cc1
20% | 0% | nt | -3% | -9% | 2% | 0 | -8% | 1% | COCC(C)NS(=O)(=O)c1ccccc1 (stereo unspecified)
23% | -20% | 5% | 4% | 0% | -3% | 4 | -9% | 1% | COc1ccc(/C=C/C(=O)NCc2c(C)nn(C)c2C)cc1COc1ccc(Br)cc1
13% | 0% | -5%[59 µM] | -4% | -6% | -3% | 8 | 1% | -3% | COc1ccccc1NC(=O)Cc1nn(C)c(=O)c2ccccc12
2% | ? | nt | 8% | 2% | ? | 2 | 1% | 5% | CC(C)c1ccc(/C=C2\SC(=S)N(CCC(=O)NCCCn3ccnc3)C2=O)cc1
3% | -26% | 40µM* | 18% | 4% | 20% | -2 | -1% | -16% | COc1ccc(NC(=O)c2ccc(-c3ccc(C)c4ccccc34)o2)cc1
19% | -5% | 5%[59 µM] | 2% | -5% | 0% | -2 | 0% | -6% | Cc1ccc(C)c(NC(=O)Cn2cc(S(=O)(=O)Cc3cccc(Cl)c3)c3ccccc32)c1
21% | -32% | 9%[0.0925 µM] | -7% | 0% | -12% | 8 | 14% | -5% | COc1ccc(C(=O)N/C(=C\c2cn(C)c3ccccc23)C(=O)NCCCN2CCOCC2)cc1
15% | -5% | ? | -4% | -3% | -3% | 4 | 1% | -3% | COc1ccc(CC(=O)Nc2cc(S(=O)(=O)N3CCCCC3)ccc2N2CCN(C)CC2)cc1
20% | -11% | 67%[activator] | -4% | 0% | -10% | 0 | -1% | -4% | O=C(NC1CCN(S(=O)(=O)c2ccccc2)CC1)c1ccc(F)cc1

Compounds above with fluorine, in the order listed:
HP1b binding inh | JMJD2A Tudor inh | G9a block | Pin1 inhibitor | PGK inhibitor | BAZ2B block | PI4K2A block | GLS inh | ERG Ets-DNA blk | Molecule
36% | -19% | -9%[59 µM] | 0% | -4% | -9% | 1 | 3% | -9% | O=S(=O)(NCC(c1cccnc1)N1CCN(c2ccccc2F)CC1)c1cccs1 (stereo unspecified)
13%[57 µM] | -15% | -26%[59 µM] | 0% | i | -1% | 0 | -1% | -5% | O=C(CSC1=Nc2ccccc2N=C(c2ccc(F)cc2)C1)Nc1ccccc1
20% | -11% | 67%[activator] | -4% | 0% | -10% | 0 | -1% | -4% | O=C(NC1CCN(S(=O)(=O)c2ccccc2)CC1)c1ccc(F)cc1

The list goes on:
HP1b binding inh | JMJD2A Tudor inh | G9a block | Pin1 inhibitor | PGK inhibitor | BAZ2B block | PI4K2A block | GLS inh | ERG Ets-DNA blk | Molecule
12% | -11% | -4%[2.33 µM] | 3% | -8% | 2% | -8 | 19% | -9% | CN1CCN(NC(=O)c2ccc(Cl)c([N+](=O)[O-])c2)CC1
30% | -2% | 12%[2.33 µM] | 2% | -1% | -5% | 0 | -17% | -2% | CCCN(C(=O)COC(=O)Cn1c(=O)oc2ccccc21)c1c(N)n(Cc2ccccc2)c(=O)[nH]c1=O
34% | 6% | 10%[59 µM] | 1% | 6% | 6% | 3 | 7% | -1% | Cc1ccc(C(=O)OCC(=O)NCC(F)(F)F)cc1C
16% | -11% | 12%[59 µM] | -5% | 2% | 6% | 0 | 4% | nt | CCOc1cccc(CNCCO)c1OCc1ccc(Cl)cc1Cl
95%[activator] | 46%[activator] | 17%[59 µM] | -9% | -3% | 20% | 1 | 6% | -3% | CCC1CN(C(=O)Nc2cc(C)ccc2OC)c2cc(Cl)ccc2O1 (stereo unspecified)
12% | -23% | 10% | ? | 8% | 71µM* | -1 | -2% | -2% | O=C(COC(=O)/C=C/c1cccc([N+](=O)[O-])c1)NCc1ccco1
14% | -21% | 5% | -6% | i | -24% | 1 | 0% | -3% | COc1ccccc1C(=O)NCCC(=O)Nc1ncccc1C
26% | 12% | nt | -4% | -7% | 5% | 2 | -2% | -17% | CC(=O)NC(=S)Nc1ccccc1F
22% | -4% | 21% | -2% | -10% | -28% | 3 | 0% | -4% | Cc1ccc(C)c(S(=O)(=O)Nc2ccc(C(N)=O)cc2)c1
23% | -12% | nt | 0% | -5% | -2% | -4 | 2% | -12% | Cc1nnc(NC(=O)CCSc2ccc(Cl)cc2)s1
16% | -10% | 10%[59 µM] | 0% | 9% | -17% | 3 | -12% | 0% | CCc1ccc(NC(=O)CN2CCN(Cc3ccccc3)S2(=O)=O)cc1
36% | -19% | ? | 0% | -3% | 8% | 0 | -3% | -15% | CCN(CC)CCCNC(=O)c1cc2c(-c3ccc(Cl)cc3)nn(C)c2s1
25% | -6% | -18% | -3% | 2% | -19% | -1 | -1% | -3% | CCSc1nnc(SCC(=O)N2CCN(C(=O)c3ccco3)CC2)s1
11% | -4% | 1% | -3% | i | 1% | 3 | 2% | -3% | CC(=O)Nc1ccc(NC(=O)CN2CCN(c3ccccn3)CC2)cc1
31% | -23% | -31%[59 µM] | 0% | -2% | -18% | 1 | -4% | -16% | Cn1nnnc1SCCNCc1ccc(OCc2ccccc2Cl)cc1
41%[activator] | -13% | -7%[59 µM] | 32%[activator] | 1% | -21% | -11 | 0% | 4% | Cc1ccccc1CNC(=O)c1ccc(Cn2c(SCc3cccc(F)c3)nc3cccnc32)cc1
46%[activator] | 11% | 6% | 5% | -7% | -1% | 9 | -9% | -12% | O=C(C1CCCO1)N1CCN(C(=S)NC2CC2)CC1 (stereo unspecified)
-26% | -34% | nt | -3% | -8% | nt | -4 | 4% | 10% | COc1cc(C2(c3ccc(O)c(OC)c3)C(=O)N(C)c3ccc(C)cc32)ccc1O
26%[57 µM] | -5% | -3%[59 µM] | 1% | i | 3% | -2 | 5% | 0% | Nc1ncc(S(=O)(=O)Nc2ccc(F)cc2F)cn1
42%[activator] | -8% | 20% | -1% | 1% | -4% | 2 | -1% | -6% | Cc1cccc(C)c1NC(=O)C1NC(=O)CC1c1ccccc1 (stereo unspecified)
7% | -12% | -1% | 1% | 0% | 10% | -1 | 1% | -3% | CCn1cc(C2N3CC4(C)CN2CC(C)(C3)C4=O)c2ccccc21 (stereo unspecified)
42%[activator] | -4%[11.4 µM] | 4% | 3% | 0% | -1% | -2 | -2% | -9% | COc1ccc(Cl)cc1NC(=S)N1CCCC1
22% | 3% | 2%[12.7 µM] | -1% | -1% | -2% | -9 | 1% | 7% | COCCCNC(=O)c1cc2n(n1)CCCN(Cc1ccc(C)cc1)C2=O

Some of these compounds in order of length of the SMILES, descending.
HP1b binding inh | JMJD2A Tudor inh | G9a block | Pin1 inhibitor | PGK inhibitor | BAZ2B block | PI4K2A block | GLS inh | ERG Ets-DNA blk | Molecule
7% | -12% | -1% | 1% | 0% | 10% | -1 | 1% | -3% | CCn1cc(C2N3CC4(C)CN2CC(C)(C3)C4=O)c2ccccc21 (stereo unspecified)
95%[activator] | 46%[activator] | 17%[59 µM] | -9% | -3% | 20% | 1 | 6% | -3% | CCC1CN(C(=O)Nc2cc(C)ccc2OC)c2cc(Cl)ccc2O1 (stereo unspecified)
147%[activator] | 83%[activator] | 162%[activator] | -19% | nt | 96%[activator] | -2 | 1% | nt | CCOC(=O)c1c(NC(=O)c2ccco2)sc2c1CCCCC2
